RXFP1 antag: blocks the human relaxin receptor RXFP1 | actives 0.59% (n = 350,000) | HEK293-RXFP1, relaxin-stimulated cAMP HTRF, 30 min; stronger effect = lower value | AID 1259400 | activity change, negative = inhibition, % at 57.5 µM;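 active means activity change of -60% or lower, but not beyond a set lower limit; inconclusive means change between -60% and -40%, or beyond the set limit; inactive means change above -40%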
Target sequence (Q9HBX9 whole entry, looked up): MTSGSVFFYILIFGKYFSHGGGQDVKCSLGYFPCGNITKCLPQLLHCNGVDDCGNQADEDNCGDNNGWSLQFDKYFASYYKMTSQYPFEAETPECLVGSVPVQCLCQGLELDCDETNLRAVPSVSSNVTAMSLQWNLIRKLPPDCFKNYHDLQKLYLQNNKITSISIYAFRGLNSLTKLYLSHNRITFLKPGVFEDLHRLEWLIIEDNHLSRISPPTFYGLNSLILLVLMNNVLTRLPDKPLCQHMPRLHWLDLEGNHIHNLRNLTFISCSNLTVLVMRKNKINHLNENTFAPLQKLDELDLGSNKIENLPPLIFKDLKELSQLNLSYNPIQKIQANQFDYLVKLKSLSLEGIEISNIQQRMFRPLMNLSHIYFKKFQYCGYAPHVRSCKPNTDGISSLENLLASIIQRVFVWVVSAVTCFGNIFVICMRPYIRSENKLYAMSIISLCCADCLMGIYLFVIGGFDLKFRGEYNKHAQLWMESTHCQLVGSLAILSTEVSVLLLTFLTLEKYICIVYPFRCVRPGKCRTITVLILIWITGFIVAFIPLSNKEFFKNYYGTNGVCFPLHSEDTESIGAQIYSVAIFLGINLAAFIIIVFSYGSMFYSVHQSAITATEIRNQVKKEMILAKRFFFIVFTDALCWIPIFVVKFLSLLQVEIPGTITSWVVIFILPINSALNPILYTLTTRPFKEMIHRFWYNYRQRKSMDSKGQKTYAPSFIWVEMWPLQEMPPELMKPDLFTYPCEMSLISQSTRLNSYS
* = called active by the depositor; ? = inconclusive. On the % scale 0 is the no-effect control and ±100 the full control effect.

Start of the data: the first 16 compounds (preview)
SMILES	RXFP1 antag
COCCOc1ccc(C(F)(F)F)cc1NC(=O)CN1C(=O)NC2(CCCc3ccccc32)C1=O (stereo not drawn)	2
COc1ncnc2c1ncn2CCCN(C)Cc1ccco1	0
OC(COc1ccccc1)CN1CCN(c2ccccc2)CC1 (stereo not drawn)	-9
CC1(C)NC(=O)N(CC(=O)OCC(=O)Nc2c(Br)cc([N+](=O)[O-])cc2Br)C1=O	2
CCOc1cc(N2CCOCC2)c(OCC)cc1NC(=O)c1cc(S(=O)(=O)N2CCOCC2)ccc1C	5
O=C(COC(=O)/C=C/c1ccc(Cl)cc1Cl)NCC1CCCO1 (stereo not drawn)	-1
Cc1c2ccncc2cc2c1[nH]c1ccccc12	3
CCCC1NC(=O)c2cccnc2-n2c1nc1cc(C)cc(C)c1c2=O (stereo not drawn)	0
COc1ccc([C@@H]2C[C@H]3[C@@H](CN2S(=O)(=O)c2ccccc2)C(=O)C[C@@H](c2cccc4ccccc24)N3S(=O)(=O)c2ccc(C)cc2)cc1	-4
COc1cc(C=NNC(=O)Cn2nc(C)cc2C)ccc1OC(=O)C1CC1	-12
CC(C)CNc1ncnc2[nH]ncc12	2
Cc1cc(-c2cc(C)c(N)cc2C)c(C)cc1N	-6
COc1cc(C(=O)COC(=O)c2ccc3c(c2)OCCO3)cc(OC)c1OC	7
CC(NC(=O)c1ccco1)C(=O)N1CC=C(c2ccccc2)CC1 (stereo not drawn)	0
Cc1ccc(S(=O)(=O)NNC(=O)c2cc(C)c(C)cc2N)cc1	-5
Cn1c(-c2ccccc2)cc(=O)n1-c1ccccc1	-2

All compounds of this part, repeating the preview:
SMILES	RXFP1 antag
COCCOc1ccc(C(F)(F)F)cc1NC(=O)CN1C(=O)NC2(CCCc3ccccc32)C1=O (stereo not drawn)	2
COc1ncnc2c1ncn2CCCN(C)Cc1ccco1	0
OC(COc1ccccc1)CN1CCN(c2ccccc2)CC1 (stereo not drawn)	-9
CC1(C)NC(=O)N(CC(=O)OCC(=O)Nc2c(Br)cc([N+](=O)[O-])cc2Br)C1=O	2
CCOc1cc(N2CCOCC2)c(OCC)cc1NC(=O)c1cc(S(=O)(=O)N2CCOCC2)ccc1C	5
O=C(COC(=O)/C=C/c1ccc(Cl)cc1Cl)NCC1CCCO1 (stereo not drawn)	-1
Cc1c2ccncc2cc2c1[nH]c1ccccc12	3
CCCC1NC(=O)c2cccnc2-n2c1nc1cc(C)cc(C)c1c2=O (stereo not drawn)	0
COc1ccc([C@@H]2C[C@H]3[C@@H](CN2S(=O)(=O)c2ccccc2)C(=O)C[C@@H](c2cccc4ccccc24)N3S(=O)(=O)c2ccc(C)cc2)cc1	-4
COc1cc(C=NNC(=O)Cn2nc(C)cc2C)ccc1OC(=O)C1CC1	-12
CC(C)CNc1ncnc2[nH]ncc12	2
Cc1cc(-c2cc(C)c(N)cc2C)c(C)cc1N	-6
COc1cc(C(=O)COC(=O)c2ccc3c(c2)OCCO3)cc(OC)c1OC	7
CC(NC(=O)c1ccco1)C(=O)N1CC=C(c2ccccc2)CC1 (stereo not drawn)	0
Cc1ccc(S(=O)(=O)NNC(=O)c2cc(C)c(C)cc2N)cc1	-5
Cn1c(-c2ccccc2)cc(=O)n1-c1ccccc1	-2
Cc1cc(Br)cc2c1N(C)C(=O)C2(c1ccc(O)cc1)c1ccc(O)cc1	-17
CN(CC(=O)Nc1ccc(F)cc1)C(=O)c1ccc(OCc2cn3ccccc3n2)cc1	-8
CCCCCC(=O)N1C[C@@H](O)[C@H](n2cc(-c3ccc(F)cc3)nn2)C[C@@H]1c1ccc(C)cc1	-23
CC(C)[C@H](N)C(=O)N[C@H]1CCC2C3CC=C4C[C@@H](O)CC[C@]4(C)C3CC[C@@]21C (stereo partly drawn)	-6
CC1CN(C(=O)COC(=O)c2cncc(Br)c2)CC(C)O1 (stereo not drawn)	4
CCCn1c(=O)n(C)c(=O)c2c(SCc3cc(C(C)=O)ccc3OCC)nc(C3CC3)nc21	-12
O=c1ccsc2ccccc12	-6
CCN1C(=O)[C@H]2[C@@H](c3ccc(OC)cc3)N[C@]3(CCCN(Cc4ccc(Cl)cc4)C3=O)[C@H]2C1=O	-7
C#CCN(C[C@@H]1[C@@H](OC(=O)NCCCCCC)[C@@H](OC(=O)NCCCCCC)Cn2c(=O)n(CCCCCC)c(=O)n21)S(=O)(=O)c1ccc(C)cc1	6
COc1nccc(NCc2ccccc2)c1C#N	7
O=C(COC(=O)c1c(F)cccc1F)NCc1cccs1	-3
Cc1cc(/N=C/C=C2/N(C)c3ccccc3C2(C)C)n(CCC#N)n1	-29
CCCCC1C(=O)NN(c2ccccc2)C1=O (stereo not drawn)	-5
COc1ccc(C(=O)O)cc1S(=O)(=O)Nc1ccc2cn[nH]c2c1	-8
CCC1CCCCN1C(=O)CSc1nnc(N)s1 (stereo not drawn)	4
Cc1cc(NC(=O)COC(=O)[C@H](Cc2ccccc2)NC(=O)c2ccco2)no1	-17
O=C1NC(=O)C([N+](=O)[O-])=C(O)C1=O	-9
O=C(COc1cccc(C(F)(F)F)c1)Nc1cccc(S(=O)(=O)NC2=NCCCCC2)c1	2
COc1ccc(Cl)cc1NC(=O)CN(C)CC(=O)N(CC(C)C)c1c(N)n(CC(C)C)c(=O)[nH]c1=O	3
CCCC(=O)N(Cc1cc2cc(OC)ccc2[nH]c1=O)c1ccccc1OC	1
CCC/C=C/c1ccc(CN2C(C(C)C)C(=O)N(Cc3cn(CC4CCCCC4)nn3)CCS2(=O)=O)cc1 (stereo not drawn)	-5
c1ccc(Oc2ccccn2)cc1	-13
CC(=O)c1sc(Nc2cccc3ccccc23)nc1C	0
COc1ccccc1-c1noc2c1C(=O)NCC2	-1
NC(=O)C1CCN(C(=O)c2cc(-c3ccccc3Cl)nc3ccccc23)CC1	-4
CCN(CC)S(=O)(=O)c1cc(NC(=O)CCn2[nH]c(=O)ccc2=O)ccc1C	2
CCCCCC(=O)N1C[C@H](O)[C@@H](n2cc(COC(=O)c3ccccc3)nn2)C[C@@H]1c1ccc(Cl)cc1	5
Cc1cc(C)n(CC(=O)NNC(=O)c2ccc(S(C)(=O)=O)cc2)n1	-20
c1ccc(C(O[C@H]2CCCN(CCc3ccc4c(c3)OCO4)C2)c2ccccc2)cc1	-62*
CCCCCC(=O)N1C[C@H](n2cc(C3CC3)nn2)[C@@H](O)C[C@@H]1c1ccc(Cl)cc1	-7
C/C(=N/NC(=O)COc1ccc(C(C)(C)C)cc1)c1ccc(N2CCOCC2)cc1	-26
COc1cccc(C(=O)NCCS(=O)(=O)N2CCN(c3ccccc3)CC2)c1OC	2
CC(O)CN(CC(C)O)c1ccc2c(c1)Cc1cc([N+](=O)[O-])ccc1-2 (stereo not drawn)	-14
COc1ccc(C(=O)NC(=S)NNC(=O)c2ccccc2C)cc1	-16

(cont.)
SMILES	RXFP1 antag
CN(C)c1ncnc2c1ncn2C1CCCO1 (stereo not drawn)	8
COc1cc2c(cc1CNC[C@H]1O[C@@H](n3cc(C)c(=O)[nH]c3=O)C[C@@H]1O)OCO2	2
CC(=Nc1ccccc1)C1=C(O)C(CC(C)C)NC1=O (stereo not drawn)	0
O=C(CSc1nnc(COc2ccc(Cl)cc2)o1)Nc1nccs1	0
O=P(Nc1ccccc1)(Nc1ccccc1)c1ccccc1	-1
COc1ccc(CC(=O)OCC(=O)Nc2ccc(Cl)cc2C)cc1	2
CC(=O)N(Cc1ccccc1)C(CC(=O)NCc1ccccc1)C(=O)O (stereo not drawn)	7
COc1cc([N+](=O)[O-])ccc1NC(=O)CN1C(=O)NC2(CCCCC2C)C1=O (stereo not drawn)	-4
CC(=O)Oc1cc2c(c3ccccc13)CCC2=O	-11
CCN1C(=O)[C@H]2[C@@H](c3ccc(C(F)(F)F)cc3)N[C@]3(CCCN(Cc4ccco4)C3=O)[C@H]2C1=O	-10
CN(C(=O)CSc1nnc(Cc2ccccc2F)n1N)C1CCCCC1	-5
N#CC1(C(N)=O)OC12CCS(=O)(=O)c1ccccc12 (stereo not drawn)	-11
O=C(/C=C/c1ccccc1Cl)OCC(=O)N1CCCC1	-13
Cc1cc(=O)[nH]c(NN=Cc2c(Cl)cccc2Cl)n1	-2
CCOC(=O)N1C2c3ccccc3C(c3ccccc32)N1C(=O)OCC	1
C[C@H](O)[C@@H]1C(=O)N2CCc3c([nH]c4ccccc34)[C@@H]2C[C@@H]1N(C)Cc1ccc2c(c1)OCO2	7
Cc1ccc(S(=O)(=O)c2ccc([N+](=O)[O-])o2)cc1	-60*
C[C@@H]1CN([C@@H](C)CO)S(=O)(=O)c2ccc(Br)cc2O[C@@H]1CN(C)C(=O)c1ccncc1	-2
Cn1c(N)c(C(=O)COC(=O)c2ccccc2C(=O)c2ccc(Cl)c([N+](=O)[O-])c2)c(=O)n(C)c1=O	?
O=C(NCc1ccccn1)c1ccccc1OCc1ccccc1Cl	-2
Oc1cccnc1CN1CCCCC1	-1
O=C1COc2ccc(C(=O)COC(=O)c3ccc(F)cc3Cl)cc2N1	6
CC(=O)OC1(C(C)=O)CCC2C3CC4OC45CC(O)CCC5(C)C3CCC21C (stereo not drawn)	5
Cc1ccc(S(=O)(=O)NN=C2CC(C)(C)CC(=O)C2(C)C)cc1	5
CCN(CC)S(=O)(=O)c1cc(NC(=S)NC(=O)C2CCCC2)ccc1C	9
COCC#Cc1cnc2c(c1)C(=O)N([C@H](C)CO)C[C@H](C)[C@@H](CN(C)S(=O)(=O)c1ccccc1)O2	4
CCN(CC(=O)NCc1cccs1)C(=O)c1ccc(-c2ccc(F)cc2)o1	-1
O=C1C(Cl)=C(NCc2ccco2)C(=O)c2ccccc21	2
CCOc1ccc(N(C)S(=O)(=O)c2ccc(C)c(C(=O)N3CCN(Cc4ccc5c(c4)OCO5)CC3)c2)cc1	2
CC1=C(C(=O)N2CCOCC2)CC(CC(=O)NC2CCCCC2)C(=O)N1Cc1ccc(C(C)(C)C)cc1 (stereo not drawn)	8
COc1ccc(Cl)cc1S(=O)(=O)NC(C)c1cnn(-c2ccccn2)c1C (stereo not drawn)	3
Cc1ccc(S(=O)(=O)N2C[C@H]3C(=O)C[C@@H](c4ccccc4)N(S(=O)(=O)c4ccc(C)cc4)[C@H]3C[C@H]2c2ccc(Cl)cc2)cc1	5
COc1cc(Br)ccc1NC(=O)c1ccccc1-c1ccccc1C(=O)O	0
COCCCN1C(=O)C(CC(=O)NCc2ccco2)CC(C(=O)N2CCOCC2)=C1C (stereo not drawn)	0
CN1CCN(S(=O)(=O)c2cccc(C(=O)Nc3cccc([N+](=O)[O-])c3)c2)CC1	2
O=C(NNC(=O)C1CC1)c1cc(Br)c(Br)s1	-3
CCN(C(=O)COC(=O)/C(C#N)=C/c1ccc(N(C)C)cc1)C1CCS(=O)(=O)C1 (stereo not drawn)	-3
COc1ccc(CN(C)CCCn2ccc(NC(=O)OCc3ccccc3)nc2=O)cc1OC	3
CC(C)c1ccc(C(=O)CN2C(=O)NC3(CCc4ccccc43)C2=O)cc1 (stereo not drawn)	-9
C[C@H](CO)N1C[C@H](C)[C@@H](CN(C)Cc2cccc3c2OCCCO3)OCc2cnnn2CCCC1=O	-1
N#Cc1ccccc1OCC(=O)Nc1nc(-c2ccccn2)cs1	11
O=C1Nc2cc(Cl)ccc2Oc2ccccc21	4
Cc1c(Cl)cnc(NC(=O)COC(=O)C2CC2)c1Cl	3
C[C@@H]1CN([C@H](C)CO)C(=O)CCCn2cc(nn2)CO[C@H]1CN(C)S(=O)(=O)c1cccc(C#N)c1	-7
Cc1ccc2nc(C)cc(C(=O)NC3CCCCCC3)c2c1	11
Cn1c(SCCc2ccc([N+](=O)[O-])cc2)nccc1=O	7
O=C1NCCSC1c1ccccc1 (stereo not drawn)	-2
N#Cc1cccc(NC(=O)CSc2cccc[n+]2[O-])c1	-5
Cn1c(N)c(C(=O)COC(=O)Cc2ccc(Cl)c(Cl)c2)c(=O)n(C)c1=O	12
O=C(COC(=O)[C@@H]1CCCN1C(=O)c1cccs1)Nc1cccc(Cl)c1	4

Later entries.
SMILES	RXFP1 antag
CCN(CC)C(=O)C1=C(C)N(CCCN2CCCC2=O)C(=O)C(CC(=O)NC2CCCC2)C1 (stereo not drawn)	1
O=C1C2C3CCC(O3)C2C(=O)N1c1nccs1 (stereo not drawn)	0
Cn1nnnc1SCC(=O)Nc1ccc(Br)cc1Br	4
Cc1ccc(S(=O)(=O)c2nc(-c3ccccc3Br)oc2N(C)C)cc1	-12
O=C(NNC(=O)c1ccc2ccccc2c1)c1cccc(Cl)c1	-4
CC1CN(S(=O)(=O)c2ccc(C(=O)Nc3nncs3)cc2)CC(C)O1 (stereo not drawn)	-7
CCOC(=O)C1C(=O)C(=O)N(C2CCCCC2)C1C(=O)OCC (stereo not drawn)	-8
OCCNc1ncnc2c1nnn2Cc1ccccc1Cl	-3
c1cc2c3c(cccc3c1)NC1(CCCC1)N2	-37
CC(C)CC1C(=O)N(Cc2cn(CCC3OCCCO3)nn2)CCS(=O)(=O)N1Cc1ccc(-c2ccc(F)cc2)cc1 (stereo not drawn)	0
CN(C(=O)COC(=O)c1cncc(Br)c1)C1CCCCC1	5
Cc1nnc(SCCn2c(N3CCCCC3)nc3c2c(=O)n(C)c(=O)n3C)s1	-8
Nc1cc(N)nc(SCC(=O)NCC(=O)Nc2ccc(F)c(F)c2F)n1	-10
CC1CCN(C(=O)Cn2cc(C(F)(F)F)ccc2=O)c2ccccc2S1 (stereo not drawn)	-6
CC(OC(=O)C1COc2ccccc2O1)C(=O)c1ccccc1 (stereo not drawn)	-3
CCC(c1nnc(SCC(=O)NCC2CCCO2)n1Cc1ccccc1)N(C)C (stereo not drawn)	4
CN=C(NC#N)NCCSCc1csc(N=C(N)N)n1	5
O=[N+]([O-])c1ccccc1S(=O)(=O)Nc1cccc(S(=O)(=O)N2CCCC2)c1	-8
Cc1nn(-c2ccccc2)c(Cl)c1/C=C(/CC(=O)O)c1nc2ccccc2s1	-30
COc1cc(NC(=O)CCC(=O)N2CCN(S(=O)(=O)c3ccc(C)cc3)CC2)cc(OC)c1	1
CCCOc1ccc(C2C(C(=O)c3ccco3)=C(O)C(=O)N2CCCn2ccnc2)cc1OC (stereo not drawn)	-2
COc1cc(OC)cc(C(=O)Nc2ccc(S(=O)(=O)Nc3cnc4ccccc4n3)cc2)c1	-24
COc1ccc(CCNC(=O)c2ccccc2C(=O)NCCc2ccc(OC)c(OC)c2)cc1OC	10

Only part of the results is shown; rates above refer to the full screens.
